# Giardia kill – Small Molecules that selectively kill Giardia lamblia: qHTS; Giardia lamblia trophozoite viability; activity change, % at 7.66 µM, hits read low; 340,000 compounds, 0.15% hits; AID 540267, 2011; in the data active = activity change below about -80%; inconclusive = between about -30% and that limit;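 note: parasites exposed to compound for two days anaerobically before the ATP read; % is set by controls: 0 for no effect and ±100 for the full control effect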
#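 Luminescence from cellular ATP indicates surviving trophozoites (100 cells/well) following 48 hrs anaerobic compound treatment at 37 deg C; signal develops 15-30 min at room temperature.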
# Coupling enz – qHTS Assay for Inhibitors of Fructose-1,6-bisphosphate Aldolase from Giardia Lamblia: Coupling assay counterscreen. coupling enzyme system counterscreen, AmpLite Red fluorescence. activity change, negative = inhibition, % at 58.2 µM, hits read low. 290,000 compounds, 0.67% hits; in the data active = activity change below about -30%; note: % is set by controls: 0 for no effect and ±100 for the full control effect
#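 Counterscreen lacking aldolase: glyceraldehyde-3-phosphate coupling-enzyme reagent preincubated 10 min at RT with compound (at 57.5 uM final), then substrate/coupling system with AmpLite Red added; fluorescence read at 525/598 nm after 20 min RT.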
# BCR signal inh – qHTS Assay to Find Inhibitors of Chronic Active B-Cell Receptor Signaling. ABC-DLBCL IkBa-CBG/CBR reporter, luminescence ratio, 4 h. Potency, µM (series often up to 46.1 µM), inactives show at the highest dose ratio change, negative = lower green/red ratio, hits mostly inhibitors. 340,000 compounds, 0.05% hits; active = well fitted inhibition curve with a large enough effect in the signal ratio, with a control signal flat, not every such curve was filed as active; inconclusive = small, poorly fitted or top-dose-only effect, or effect the other way, or a change in a side signal; the % refers to the signal ratio;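 note: potency is the fitted concentration of half-maximal effect; plate controls were basal doxycycline-induced cells for no effect and cells given 10 µM MG132 for full effect; MG132 reads +100%, hits lower the ratio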
#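 TMD8 ABC-DLBCL cells carrying doxycycline-inducible green luciferase fused to IkappaBalpha plus unfused red luciferase were exposed to compounds (up to 46 uM) for 4 hrs at 37C. Activity came from the overlap-corrected green/red luminescence ratio.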
# hERG WT inh – qHTS for Inhibitors of KCHN2 3.1: Wildtype qHTS. Voltage-gated inwardly rectifying potassium channel KCNH2 (Homo sapiens), Q12809. U2OS, BacMam KCNH2, thallium flux FluxOr; active compounds read low. activity change, % at 1.84 µM. 340,000 compounds, 0.37% hits;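 active = maximum activity change below -70%; inconclusive = maximum activity change between -70% and -50%; inactive = maximum activity change above -50%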; note: % is set by controls: 0 for no effect and ±100 for the full control effect
#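 U2OS cells transduced with wild-type KCNH2 virus are loaded with FluxOr dye for 45 min, and thallium flux is measured in kinetic reads before and after stimulation buffer. Rate constants are normalized to DMSO controls.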
# Tb PFK inh – qHTS Assay to Find Inhibitors of T. brucei phosphofructokinase; ATP-dependent 6-phosphofructokinase (Trypanosoma brucei brucei), O15648; T. brucei PFK, ADP-Glo luminescence; Potency, µM (top dose mostly 57.5 µM), inactives show at the top dose activity, negative = inhibition, hits mostly inhibitors; 330,000 compounds, 0.17% hits;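 note: potency is the fitted concentration of half-maximal effect; 0% = uninhibited 1x PFK enzyme wells and -100% = no-enzyme wells; nearly all actives have a fitted effect of over 60% in size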
# Target sequence (O15648 whole entry, looked up): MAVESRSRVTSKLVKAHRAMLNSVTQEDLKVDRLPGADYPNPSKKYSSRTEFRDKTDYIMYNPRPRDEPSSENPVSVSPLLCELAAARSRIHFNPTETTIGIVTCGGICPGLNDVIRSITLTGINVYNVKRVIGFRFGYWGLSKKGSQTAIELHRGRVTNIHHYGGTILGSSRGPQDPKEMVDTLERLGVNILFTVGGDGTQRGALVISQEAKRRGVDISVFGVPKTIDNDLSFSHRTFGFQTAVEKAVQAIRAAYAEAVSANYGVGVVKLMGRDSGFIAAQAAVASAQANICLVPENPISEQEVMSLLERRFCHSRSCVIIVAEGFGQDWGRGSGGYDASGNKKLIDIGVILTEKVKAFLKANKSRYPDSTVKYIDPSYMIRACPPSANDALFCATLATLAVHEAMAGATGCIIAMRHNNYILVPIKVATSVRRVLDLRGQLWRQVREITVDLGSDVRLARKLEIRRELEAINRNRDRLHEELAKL
#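 Activity is normalized to no-enzyme wells (full inhibition) and 1.25 nM enzyme wells (no inhibition). Reaction: 0.5 mM F6P, 0.1 mM ATP, 45 min RT, ADP-Glo luminescence; concentration-response curves fitted and classed by quality.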
# TCR act – Activators of T cell receptors: qHTS campaign; primary human leukocytes, anti-CD3, IL-2 HTRF, 48 h; Potency, µM (series often up to 9.22 µM), for inactives: at the highest dose activation of IL-2 secretion, actives largely listed as activators; 330,000 tested, under 10 active; note: % of control where 0% means no effect
#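 IL-2 release read by HTRF sandwich (Eu cryptate donor, d2 acceptor, 665 nm emission) after 48 hr exposure of primary human leukocytes to compound together with anti-CD3 beads in the absence of co-stimulatory signals.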
# CXXC DNA block – qHTS Fluorescence Polarization Assay for Inhibitors of MLL CXXC domain - DNA interaction; Histone-lysine N-methyltransferase 2A (Homo sapiens), Q03164; MLL-CXXC / FITC-HOXA9 DNA fluorescence polarization; Potency, µM (doses to about 115 µM), inactives show top-dose activity change, negative = inhibition, actives largely listed as inhibitors; 290,000 compounds, 0.037% hits; AID 2662, 2010; active = well fitted inhibition curve with a large enough effect in the polarisation, with a control signal flat, not every such curve was filed as active; inconclusive = small, poorly fitted or top-dose-only effect, or effect the other way, or a change in a side signal; inactive = no such curve, though single readings can be large or run the other way; the % refers to the polarisation; note: potency is the fitted concentration of half-maximal effect
#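 Steps: dispense CXXC domain solution (7 uM) → pin compounds or unlabeled HOX-A9 DNA control → 5 min ambient → add FLSN-HOX-A9 solution (50 nM) → spin → 30 min ambient → fluorescence polarization. Tris pH 7.5/NaCl/DTT/BSA buffer.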
# GALK inh – qHTS Assay for Inhibitors of Human Galactokinase (GALK). AID 1868, 2009. 270,000 compounds, 0.007% hits. Potency, µM (titrated, usually from 57.5 µM), for the others: top-dose activity change, negative = inhibition, actives largely listed as inhibitors. P51570. Purified GALK, Kinase-Glo residual ATP luminescence; note: potency is the fitted concentration of half-maximal effect; % is set by controls: 0 for no effect and ±100 for the full control effect
# Target sequence (P51570 whole entry, looked up): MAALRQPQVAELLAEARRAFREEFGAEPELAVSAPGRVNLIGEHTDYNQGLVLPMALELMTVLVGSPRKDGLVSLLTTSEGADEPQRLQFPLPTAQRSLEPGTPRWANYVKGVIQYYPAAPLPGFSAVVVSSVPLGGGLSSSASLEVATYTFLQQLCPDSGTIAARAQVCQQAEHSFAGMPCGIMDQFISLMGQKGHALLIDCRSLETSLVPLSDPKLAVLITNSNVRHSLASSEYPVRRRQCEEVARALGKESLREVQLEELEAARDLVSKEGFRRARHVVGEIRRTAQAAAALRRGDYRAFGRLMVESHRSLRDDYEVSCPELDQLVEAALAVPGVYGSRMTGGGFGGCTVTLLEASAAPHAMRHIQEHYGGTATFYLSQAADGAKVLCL
#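 Luminescence from leftover ATP (Ultra-Glo luciferase/luciferin) served as read-out after a 1 h room-temperature reaction of 5 nM GALK with 35 uM ATP and 100 uM galactose.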
# TSHR antagonist – Antagonists of the Thyroid Stimulating Hormone Receptor: HTS campaign | 330,000 compounds, 0.2% hits | AID 504810, 2011 | activity change, negative = inhibition, % at 11.5 µM | TSHR-expressing cells, TSH-stimulated cAMP HTRF, 2 h; active compounds read low;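 active = activity change below a set negative limit, meaning inhibition stronger than a set level, cut at about -70% in these data; inconclusive = activity change between two set negative limits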; note: % is set by controls: 0 for no effect and ±100 for the full control effect
#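 TSHR-expressing cells, 200/well, pre-treated with compound, then stimulated with EC80 TSH (4nM final) for 2 hours at 37 deg C. cAMP measured by competitive HTRF: anti-cAMP cryptate antibody in lysis buffer plus cAMP-d2, read after 30 minutes at room temperature.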
# A-T KAP1 phos – qHTS Assay for Identifying a Potential Treatment of Ataxia-Telangiectasia | Potency, µM (series often up to 57.5 µM), for inactives: at the highest dose activation, hits mostly activators | […] A-T fibroblasts, KAP-1 phosphorylation AlphaLISA; neocarzinostatin DNA damage 30 min before lysis | AID 485349, 2010 | 320,000 compounds, 0.19% hits; note: potency is the fitted concentration of half-maximal effect; % of control where 0% means no effect; nearly all actives have a fitted effect of over 45% in size
#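 hTERT-immortalized A-T patient fibroblasts ([…]), 500 cells/well in OPTI-MEM, 1% FBS, got compounds for 60 min, then NCS for 30 min at 37C. Lysates were then assayed for phospho-KAP-1 by AlphaLISA (anti-pKAP1 donor, anti-KAP1 acceptor beads), 6 hr at 25C.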
# Active calls of the source: *; ? = inconclusive; · = no result given; & = joins results of further samples; [ ] = another dose, or the depositor's remark. Unless noted, calls come from the whole dose curve; as a rule, active = well fitted curve in the direction sought with a large enough effect; inconclusive = small, poorly fitted or top-dose-only effect, or another doubt; inactive = no such curve, though single readings can be large; an effect the other way counts as inactive or inconclusive.
SMILES,Giardia kill,Coupling enz,BCR signal inh,hERG WT inh,Tb PFK inh,TCR act,CXXC DNA block,GALK inh,TSHR antagonist,A-T KAP1 phos
Cc1cc(C)n2c(SCc3ccc(Cl)cc3Cl)nnc2n1,3,0,4%,4,4%,3%,20%,0%,-14,·
O=C(NC1CCS(=O)(=O)C1)c1cccc(S(=O)(=O)N2CCCCC2)c1 (configuration not stated),8,4,?,1,6%,·,11%,0%,-2,16%
CCc1nc2ccccc2c(C(=O)OCC(=O)Nc2cccc(S(=O)(=O)NC3=NCCCCC3)c2)c1C,1,1,?,-2,2%,-3%,6%,9%,-8,-4%
CC(=O)c1ccccc1OCC(O)Cn1ccnc1 (configuration not stated),-15,1,1%,2,1%,4%,6%,·,3,27%
C#CCOCCOCCOCCNc1nc(N2CCN(C(=O)[C@H](CCCN=C(N)N)n3cc(C(N)[C@@H](C)CC)nn3)CC2)nc(N2CCN(C(=O)[C@H](CC(N)=O)n3cc([C@@H](N)C(C)C)nn3)CC2)n1 (some centres not stated),-16,·,0%,-4,0%,2%,·,·,8,5%
CCOC(=O)CCCNC(=O)CN1C(=O)NC(c2ccccc2)(c2ccccc2)C1=O,5,-1,-7%,2,1%,-5%,-1%,3%,10,3%
CCC1C(=O)N=C(SCC(=O)Nc2ccc(Br)cn2)NC1=O (configuration not stated),?,2,11%,·,-2%,-6%,3%,8%,-7,1%
Cc1ccc(-c2csc3ncnc(-n4cnc5ccccc54)c23)cc1,-12,8,-7%,-2,-1%,3%[46.1 µM],1%,1%,-8,1%
c1ccc(Cn2cc(-c3cccnc3)cn2)cc1,-14,·,?,0,?,0%,·,·,15,3%
CC(CCc1ccccc1)NC(=O)CCNC(=O)Cn1ccc2ccccc2c1=O (configuration not stated),-1,1,0%,-2,2%,3%,7%,6%,0,2%
CN(CC(=O)O/N=C(\N)c1ccccn1)S(=O)(=O)c1ccc(Br)cc1,7,-1,4%,12,-2%,2%,1%,-1%,3,4%
COc1ccc(NC(=O)c2cc(-c3ccc(C)cc3)on2)cc1OC,32[activator],5,2%,-7,-4%,·,-10%,-3%,13,-2%
COc1ccc(S(=O)(=O)N2CCCCCC2)cc1C(=O)N(C)Cc1cccs1,-21,·,9%,11,-18%,·,·,·,0,8%
CC(c1ccccc1)N1C(=O)OC(C)(C)C1(C)O (configuration not stated),-14,·,0%,2,0%,0%,·,·,-1,3%
CCn1c(CNC(=O)C2CCCCC2)cc2ccccc21,14,5,3%,-1,-1%,3%,1%,7%,-1,2%
O=C(CCS(=O)(=O)Cc1cccc(Cl)c1)NCCc1ccccc1,7,1,?,5,-10%,2%,?,4%,3,2%
CN1CCN(NC(=O)c2ccc(Cl)c([N+](=O)[O-])c2)CC1,-13,5,19%,-9,-10%,-3%,2%,-4%,6,-4%
Cc1ccc(S(=O)(=O)N2CCN(C(=O)COC(=O)COc3ccccc3)CC2)cc1,19,0,7%,18,-3%,1%,1%,3%,1,25%
CC1CCN(Cc2nnnn2-c2ccc(Cl)cc2)CC1,41[activator],-1,0%,-4,8%,1%[46.1 µM],6%,2%,-2,16%
CCCCN(C)CCNC(=O)CN1C(=O)CSc2ccc(S(=O)(=O)N3CCOCC3)cc21,5,·,0%&4%,-10,-4%,-4%,9%,0%,-8,13%
Cc1ccccc1CN(c1ccc(C(N)=O)cc1)S(C)(=O)=O,-5,1,0%,3,3%,1%,4%,6%,-3,1%
COc1ccc(CC(=O)OCC(=O)Nc2ccc(F)cc2)cc1,-1,·,-19%,-3,-2%,-1%,·,·,-12,4%
COC(C(=O)Nc1ccccc1C(=O)N1CCOCC1)c1ccccc1 (configuration not stated),-4,·,0%,8,-2%,4%,32%[activator],6%,0,2%
CCOC(=O)Cn1nc(NC(=O)c2cc(OC)cc(OC)c2)cc1C,2,2,?,3,3%,1%,11%,0%,-4,-19%
Cn1cccc1CNCC(O)c1ccccc1 (configuration not stated),16,1,?,13,3%,·,-7%,·,8,9%
O=C(C[n+]1ccccc1)Nc1nc2ccccc2s1,-4,3,?,-7,0%,-1%[46.1 µM],7%,0%,8,0%
COc1ccc(Nc2nc3ccccc3n3cnnc23)cc1,-1,1,?,12,3%,·,8%,2%,-6,2%
CCCCCCP(=O)(O)c1ccccc1,-1,-2,3%,8,-2%,-3%,-4%,0%,-7,-3%
Cc1cc(C)n2nc(C(=O)Oc3ccc4c(c3)OCO4)nc2n1,-5,-1,4%,-5,-3%,-8%,-1%,6%,0,-2%
CC(C)C[C@H](NC(=O)N1CCn2c1nc1ccccc12)C(=O)NCc1ccc2c(c1)OCO2,15,-3,?,6,0%,-7%,2%,-1%,0,-2%

# Part of the list above, showing only Tb PFK inh, Giardia kill and CXXC DNA block:
smiles	Tb PFK inh	Giardia kill	CXXC DNA block
Cn1cccc1CNCC(O)c1ccccc1 (configuration not stated)	3%	16	-7%
O=C(C[n+]1ccccc1)Nc1nc2ccccc2s1	0%	-4	7%
COc1ccc(Nc2nc3ccccc3n3cnnc23)cc1	3%	-1	8%
CCCCCCP(=O)(O)c1ccccc1	-2%	-1	-4%

# The results go on.
SMILES,Giardia kill,Coupling enz,BCR signal inh,hERG WT inh,Tb PFK inh,TCR act,CXXC DNA block,GALK inh,TSHR antagonist,A-T KAP1 phos
CC(C)N1CCN(Cc2ccc(C#CC(C)(C)O)s2)CC1CCO (configuration not stated),-9,-2,0%,5,-2%,2%,-6%,2%,-4,1%
CCc1ccc(OCc2nnc(SCC(=O)N3CCOCC3)o2)cc1,9,2,3%,-18,2%,-8%,-2%,-3%,-5,0%[11.5 µM]
O=C(CN1CCN(c2ccccc2O)CC1)Nc1ccc2c(c1)OCCCO2,-6,·,-9%,-21,-4%,7%,·,·,-3,-8%
COc1ccc(-c2ccc(-c3cc(=O)oc4cc(OC)c(OC)c(OC)c34)cc2)cc1F,0,1,?,-4,2%,7%[46.1 µM],·,·,-16,7%[11.5 µM]
O=c1ccn(Cc2ccccc2Cl)cc1,0,-1,-23%,-5,12%,·,2%,0%,-4,0%
COc1ccc(-n2c(SCC(=O)N/N=C(\C)c3cccnc3)nc3ccccc3c2=O)cc1,-10,1,0%,-1,-2%,-7%,-1%,4%,3,-2%
O=C(NCc1ccc2c(c1)OCO2)c1cccc(Cl)c1,20,0,-7%,-12,-2%,5%,-7%,4%,-7,-7%
CCc1nnc(NC(=O)C2CC(=O)N(Cc3ccco3)C2)s1 (configuration not stated),24,3,-1%,8,-7%,0%,4%,1%,10,4%
COc1ccc(CNC(=O)c2csc(Cc3ccc(OC)cc3)n2)cc1,24,0,-23%,1,-4%,5%,-9%,1%,8,1%
Cn1c(SCC(=O)NCc2cccs2)nnc1-c1cccs1,-16,-2,·,-2,·,0%,-4%,1%,·,·
CC(C)c1ccc(N2CC(C(=O)Nc3nccs3)CC2=O)cc1 (configuration not stated),0,5,0%,-8,2%,-2%,1%,0%,-8,1%

# Sorted by molecular weight (falling): 3 of the compounds above
SMILES,Giardia kill,Coupling enz,BCR signal inh,hERG WT inh,Tb PFK inh,TCR act,CXXC DNA block,GALK inh,TSHR antagonist,A-T KAP1 phos
COc1ccc(-c2ccc(-c3cc(=O)oc4cc(OC)c(OC)c(OC)c34)cc2)cc1F,0,1,?,-4,2%,7%[46.1 µM],·,·,-16,7%[11.5 µM]
O=C(CN1CCN(c2ccccc2O)CC1)Nc1ccc2c(c1)OCCCO2,-6,·,-9%,-21,-4%,7%,·,·,-3,-8%
CCc1ccc(OCc2nnc(SCC(=O)N3CCOCC3)o2)cc1,9,2,3%,-18,2%,-8%,-2%,-3%,-5,0%[11.5 µM]

# Bioassay records (PubChem BioAssay)
